BAP1 inh: inhibitors of BAP1 deubiquitinase, primary screen, biochemical, Ub-AMC fluorescence, kinetic; Ubiquitin carboxyl-terminal hydrolase BAP1 (Homo sapiens), Q92560; recombinant BAP1, Ub-AMC hydrolysis fluorescence kinetic; active compounds read low; activity remaining (% of control), % at 20 µM; 72,000 tested, 0.48% active; AID 436, 2006;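 active = activity remaining at or below 50% of control, provided the compound also passes the data quality filters; inactive = the rest, including low values that fail the filters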;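 also: 100% = DMSO wells rate and 0% = substrate alone blank rate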
HePTP inhibitor: inhibitors of human HePTP phosphatase, primary screen, biochemical, absorbance, leukemia target | 110,000 tested, 0.64% active | inhibition, % at 20 µM | recombinant HePTP phosphatase activity, OD absorbance; in the data active = inhibition above about 50%;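 also: plate controls were vehicle for no effect and reference inhibitor for full effect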
Target sequence (P35236 whole entry, looked up): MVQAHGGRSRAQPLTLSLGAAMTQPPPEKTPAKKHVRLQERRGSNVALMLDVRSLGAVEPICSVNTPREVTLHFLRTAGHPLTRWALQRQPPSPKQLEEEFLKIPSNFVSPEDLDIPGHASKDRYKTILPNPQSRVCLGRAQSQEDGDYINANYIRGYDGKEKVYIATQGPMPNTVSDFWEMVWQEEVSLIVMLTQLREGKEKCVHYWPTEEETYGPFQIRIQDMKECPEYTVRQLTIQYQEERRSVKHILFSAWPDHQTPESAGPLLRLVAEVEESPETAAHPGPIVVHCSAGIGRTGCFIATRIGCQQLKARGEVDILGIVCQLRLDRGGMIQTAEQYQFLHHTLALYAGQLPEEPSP
* marks the source's active call; other numbers are inactive results; x = not tested or not shown.

SMILES	BAP1 inh	HePTP inhibitor
O=C(OCc1ccccc1)C1CCCN1C(=O)c1cccs1 (stereo not drawn)	107	7
CCN(CC)CCOC(=O)c1c(C)oc2ccc(O)cc12	98	-7
Cc1cccc2cc(C(c3nnnn3CC3CCCO3)N3CCc4ccccc4C3)c(=O)[nH]c12 (stereo not drawn)	83	7
Cc1cccc(CC2CC(=O)N(CCc3ccc4c(c3)OCO4)C2=O)c1 (stereo not drawn)	x	9
O=C(CSc1nc2nc[nH]c2c(=O)[nH]1)NC1CCCCC1	84	0
Cc1cc(NC(=O)c2ccc(NC(=O)C(C)Oc3ccccc3)cc2)no1 (stereo not drawn)	74	3
O=C1CCC(=O)N1c1ccc(Oc2cccc(Oc3ccc(N4C(=O)CCC4=O)cc3)c2)cc1	x	-2
FC(F)(F)c1ccccc1CN1CCN(Cc2ccncc2)CC1	x	-11
CC(=O)CSc1nnnn1-c1ccccc1	x	-7
COc1cc(N2CCCC2)c(OC)cc1/C=c1/sc2nc3ccccc3n2c1=O	x	-2
COc1ccc(/C(C)=N\N2CCN(Cc3ccccc3Cl)CC2)cc1OC	x	-14
COc1ccc(C2Nc3ccccc3C(=O)N2c2ccc(C)cc2)cc1Cn1cc([N+](=O)[O-])cn1 (stereo not drawn)	x	-13
CCOC(=O)c1c(NC(=S)Nc2ccccc2)sc2c1CCCCC2	x	6
CC(=O)Nc1nc2c(c3c1c(=O)oc1ccccc13)CC(C)CC2 (stereo not drawn)	x	16
O=C(C1CCC1)N1CCc2cc(S(=O)(=O)Nc3ccc4c(c3)OCCO4)ccc21	101	-4
O=C(CSCc1ccccc1)N1CCN(c2ccc(F)cc2)CC1	x	6
O=c1c2ccccc2nc2c3c4c(sc3ncn12)CCCC4	52	x
CCN(CC)CCn1c2ccccc2n2cc(-c3ccc(C)cc3)nc12	x	1
Cc1ccc2nc(NCCCNC(=O)c3cnccn3)c(C#N)cc2c1	82	-3
CCCOC(=O)C1=C(C)NC2=C(C(=O)CC(c3ccccc3)C2)C1c1ccc(O)c(OCC)c1 (stereo not drawn)	58	x
Cn1c(=O)oc2cc(S(=O)(=O)N3CCC(C(=O)NCC4COc5ccccc5O4)CC3)ccc21 (stereo not drawn)	100	1
Cc1ccc(S(=O)(=O)N2CCC(C(=O)Nc3nnc(C4CCCC4)s3)CC2)cc1	68	-4
O=C1CCCC2=C1C(c1c(Cl)nc3sccn13)C1=C(CCCC1=O)N2	103	-17
CC1CCN(S(=O)(=O)c2ccc(C(C)(C)C)cc2)CC1	55	x
Cc1ccc(Cl)cc1NC(=O)CCC1CCCC1	x	-6
CCN(CC)C(=O)C1CC(=O)OC1(C)C (stereo not drawn)	99	5
CCC(=O)NC(c1ccc(N(C)C)cc1)c1ccc2cccnc2c1O (stereo not drawn)	x	-14
Cc1c(NC(=O)c2ccc3c(c2)C(=O)N(N2C(=O)c4ccccc4C2=O)C3=O)cccc1C(=O)O	x	-7
O=C(NC1CCCC1)C(c1cccs1)N(Cc1ccco1)C(=O)c1csnn1 (stereo not drawn)	94	8
COc1ccc(CC(NC(C)=O)C(=O)NC2CCN(c3nnnn3-c3ccccc3)CC2)cc1 (stereo not drawn)	101	10
O=C(Nn1cnnc1)c1cc2c(s1)CCCC2	x	6
NNc1nncc2ccccc12	87	x
COCC(=O)N(CCc1ccc(OC)cc1)Cc1nc2ccccc2c(=O)[nH]1	90	9
CCOc1ccc(N2C(=O)NC(=O)/C(=C/c3ccc(-c4ccccc4[N+](=O)[O-])o3)C2=O)cc1	x	13
COC(=O)C1=NN(C(=O)c2ccccc2)C(O)(c2ccc([N+](=O)[O-])cc2)C1 (stereo not drawn)	x	-7
CCOC(=O)CN1C(=O)C(O)(C2CCc3ccccc3C2=O)c2ccccc21 (stereo not drawn)	88	2
CC1CN(c2ncnc3c2oc2ccccc23)CC(C)O1 (stereo not drawn)	103	-5
O=C(CSc1nnnn1-c1ccccc1)Nc1ccc(N2CCOCC2)c(Cl)c1	117	3
COC(=O)CN(c1ccc(C)cc1)S(=O)(=O)c1ccc(F)cc1	x	-5
CSCC[C@H](NC(=O)OC(C)(C)C)c1nnc(SCC(=O)N(C)C)o1	77	-3
CC(=O)c1cccc(NC(=O)NC2CCCCC2)c1	95	13
CCOc1ccc(C2OC3(C(=O)c4ccccc4C3=O)C3C(=O)N(c4ccc(Cl)cc4)C(=O)C23)cc1 (stereo not drawn)	x	-1
Cc1nn(-c2nnc(C)c(=O)[nH]2)c(C)c1SCC(=O)Nc1ccc(F)cc1	116	9
Cc1ccc(-n2c(SCc3ccc(C#N)cc3)nnc2-c2ccccn2)cc1	76	0
CCOC(=O)N1CCN(C(=O)c2ccc(-n3c(=S)[nH]c4ccccc4c3=O)cc2)CC1	98	x
CC(C)(C)NC(=O)CN(c1ccc(Br)cc1)S(C)(=O)=O	x	2
COc1cc(-c2cc(C(=O)O)c3c(OC)c(OC)c(OC)cc3n2)ccc1O	97	3
Cc1ccc(C)c(S(=O)(=O)Nc2ccc(C)c(C)c2)c1	x	4
CCOc1cc(OCC)cc(C(=O)Nc2cccc3nsnc23)c1	x	6
Cn1cnnc1SCCn1c(N2CCCCC2)nc2c1c(=O)[nH]c(=O)n2C	102	5
Cc1c(C(=O)Nc2cc(Cl)cc(Cl)c2)oc2ccccc12	x	-9
Nn1c(COc2cccc(Br)c2)nnc1SCC(=O)N1CCc2ccccc2C1	x	5
CC(=O)OCCNC(=O)/C(=C\c1ccc(Cl)cc1)NC(=O)c1ccccc1	x	6
Cc1cccc(OCC(=O)Nc2ccc3c(c2)nc(CCN2CCN(C)CC2)n3C)c1	104	0
COc1ccc(Cl)cc1NC(=O)c1nc2nc(C)cc(C(F)F)n2n1	83	-2
O=C(CCNS(=O)(=O)c1cccs1)N1CCc2ccccc2C1	96	-3
O=C(Nc1ccc(S(=O)(=O)Nc2ncccn2)cc1)c1cccnc1	x	-2
Cc1[nH]c(=S)c(C#N)c(-c2cccs2)c1C(=O)Nc1ccccc1	x	-6
N#CC1=C(N)C(C#N)(C#N)C(c2cccnc2)C2CCCC=C12 (stereo not drawn)	108	5
O=c1[nH]c(=S)[nH]c2scc(-c3ccc(Br)cc3)c12	74	x

Reformatted with values under each structure: 22 of the compounds above
Order of values – BAP1 inh, HePTP inhibitor
COC(=O)CN(c1ccc(C)cc1)S(=O)(=O)c1ccc(F)cc1
    x, -5
CSCC[C@H](NC(=O)OC(C)(C)C)c1nnc(SCC(=O)N(C)C)o1
    77, -3
CC(=O)c1cccc(NC(=O)NC2CCCCC2)c1
    95, 13
CCOc1ccc(C2OC3(C(=O)c4ccccc4C3=O)C3C(=O)N(c4ccc(Cl)cc4)C(=O)C23)cc1 (stereo not drawn)
    x, -1
Cc1nn(-c2nnc(C)c(=O)[nH]2)c(C)c1SCC(=O)Nc1ccc(F)cc1
    116, 9
Cc1ccc(-n2c(SCc3ccc(C#N)cc3)nnc2-c2ccccn2)cc1
    76, 0
CCOC(=O)N1CCN(C(=O)c2ccc(-n3c(=S)[nH]c4ccccc4c3=O)cc2)CC1
    98, x
CC(C)(C)NC(=O)CN(c1ccc(Br)cc1)S(C)(=O)=O
    x, 2
COc1cc(-c2cc(C(=O)O)c3c(OC)c(OC)c(OC)cc3n2)ccc1O
    97, 3
Cc1ccc(C)c(S(=O)(=O)Nc2ccc(C)c(C)c2)c1
    x, 4
CCOc1cc(OCC)cc(C(=O)Nc2cccc3nsnc23)c1
    x, 6
Cn1cnnc1SCCn1c(N2CCCCC2)nc2c1c(=O)[nH]c(=O)n2C
    102, 5
Cc1c(C(=O)Nc2cc(Cl)cc(Cl)c2)oc2ccccc12
    x, -9
Nn1c(COc2cccc(Br)c2)nnc1SCC(=O)N1CCc2ccccc2C1
    x, 5
CC(=O)OCCNC(=O)/C(=C\c1ccc(Cl)cc1)NC(=O)c1ccccc1
    x, 6
Cc1cccc(OCC(=O)Nc2ccc3c(c2)nc(CCN2CCN(C)CC2)n3C)c1
    104, 0
COc1ccc(Cl)cc1NC(=O)c1nc2nc(C)cc(C(F)F)n2n1
    83, -2
O=C(CCNS(=O)(=O)c1cccs1)N1CCc2ccccc2C1
    96, -3
O=C(Nc1ccc(S(=O)(=O)Nc2ncccn2)cc1)c1cccnc1
    x, -2
Cc1[nH]c(=S)c(C#N)c(-c2cccs2)c1C(=O)Nc1ccccc1
    x, -6
N#CC1=C(N)C(C#N)(C#N)C(c2cccnc2)C2CCCC=C12 (stereo not drawn)
    108, 5
O=c1[nH]c(=S)[nH]c2scc(-c3ccc(Br)cc3)c12
    74, x

Other records
SMILES	BAP1 inh	HePTP inhibitor
c1ccc(OCc2nn3c(C4CCCCC4)nnc3s2)cc1	101	6
COC(=O)c1cccc(NC(=O)CSc2nc(=O)cc(N)n2-c2ccccc2)c1	61	6
O=C(Cn1ncc2c1-c1ccccc1OC2)N1CCN(Cc2ccc3c(c2)OCO3)CC1	96	4
CCOc1ccccc1NC(=O)N1CCC(c2nc3ccc(C)cc3[nH]2)CC1	115	0
Cc1c(C(=O)N(Cc2ccccc2)Cc2ccccc2)cccc1[N+](=O)[O-]	x	1
CCCN1CCN(C(c2cc3cc(OCC)ccc3[nH]c2=O)c2nnnn2C2CCCCC2)CC1 (stereo not drawn)	x	10
Cc1nnc(SCCn2c(N3CCN(c4ccccc4)CC3)nc3c2c(=O)n(C)c(=O)n3C)s1	106	10
CC(NC(=O)CSc1nnc(COc2ccccc2)o1)c1ccccc1 (stereo not drawn)	91	5
CN1C(=O)/C(=C2\SC(=Nc3ccc(F)cc3)NC2=O)c2ccccc21	x	28
NS(=O)(=O)c1ccc(-c2ccc(/C=C3\SC(=S)N(CCc4ccccc4)C3=O)o2)cc1	x	-1
COc1ccc(-c2nnc(SCC(=O)Nc3ncc(C)s3)n2-c2ccccc2)cc1OC	56	11
CCn1c(=O)cc(OCC(=O)NCc2cccnc2)c2ccccc21	119	-2
COc1cccc(-n2c(C)nc3c(cnn3-c3ccc(C)cc3)c2=O)c1	104	-7
COCCNC(=O)c1c(N)n(-c2cccc(C)c2)c2nc3ccccc3nc12	345	7
O=C(CCCC1=NS(=O)(=O)c2ccccc2N1)N1CCN(c2ccc(Cl)cc2)CC1	90	-11
COc1ccc(C(NC(=O)c2ccccc2F)c2ccc(OC)cc2)cc1	x	-5
NC/C(=N\O)c1ccc(Cl)cc1Cl	101	4
COC(=O)C1=C(C)N(C)C(C)=C(C(=O)OC)C1c1ccccc1OC	x	7
CCn1c(SCC(=O)N2CCN(S(=O)(=O)c3ccccc3)CC2)nnc1-c1cccs1	111	6
Cc1ccc(C2(c3ccc(C)cc3)CC2C(=O)Nc2ccccc2F)cc1 (stereo not drawn)	x	8
COc1ccccc1NC(=O)CCc1c(C)[nH]c(=O)c(C#N)c1C	97	8
CC(C)OC(=O)c1c(NC(=O)C2C3CCC(C3)C2C(=O)O)sc2c1CCCC2 (stereo not drawn)	x	-9
CC(=O)Nc1ccc(S(=O)(=O)N2CCC(N(C)CCC(C)C)CC2)cc1	98	8
O=C(c1ccccc1Cl)N1CCN(CCN2C(=O)c3cccc4cccc(c34)C2=O)CC1	x	-5

2 compounds drawn at random from those above, as already listed:
SMILES	BAP1 inh	HePTP inhibitor
NC/C(=N\O)c1ccc(Cl)cc1Cl	101	4
COc1ccc(C(NC(=O)c2ccccc2F)c2ccc(OC)cc2)cc1	x	-5

The listing continues:
SMILES	BAP1 inh	HePTP inhibitor
Cc1nn(-c2ccc(Cl)cc2)c2sc(C(=O)N3CCN(c4ccccn4)CC3)cc12	x	8
N=C(SC1CC(=O)N(c2cccc3ccccc23)C1=O)N1N=C(c2cccs2)CC1c1ccc(Br)cc1 (stereo not drawn)	x	8
CC1=C(C(=O)OCCc2ccccc2)C(c2ccsc2)C2=C(CC(C)(C)CC2=O)N1 (stereo not drawn)	x	-6
CCCOC(=O)C1=C(C)NC2=C(C(=O)CC(C)(C)C2)C1c1ccc(O)c(OCC)c1 (stereo not drawn)	150	x
CC(C)NC(=O)CCCn1c(=S)[nH]c2cc3c(cc2c1=O)OCO3	89	-1
Cc1c(N(C)C(=O)C23CC4CC(CC(C4)C2)C3)c(=O)n(-c2ccccc2)n1C	99	8
COc1ccccc1C(=O)NNC(=O)c1ccc([N+](=O)[O-])cc1	x	6
O=C(Nc1ccccn1)c1cccnc1	105	-5
O=C(Nc1ccc2ccccc2c1)c1cccc([N+](=O)[O-])c1	92	x
Cc1nc2ccc(NC(=S)NCCCO)cc2nc1C	x	-12
COc1ccc(C2C(C(C)=O)=C(C)N=c3s/c(=C\c4ccc5c(c4)OCO5)c(=O)n32)c(OC)c1 (stereo not drawn)	x	-10
COC(=O)c1ccc(C(=O)OC)c(NC(=O)CN2CCN(c3ccccc3)CC2)c1	x	-4

Bioassay records from PubChem BioAssay.
